# Screening data as filed in PubChem BioAssay.
# Abeta yeast res: A-beta toxicity reversal in yeast; yeast expressing A-beta42, growth rescue, OD600, 48 h; response scale: 0% DMSO, 100% iron-clioquinol control; Potency, µM (highest dose often 46.1 µM), for inactives: top-dose growth rescue, actives largely listed as activators; hit rate 0.063% among 410,000; note: potency is the fitted concentration of half-maximal effect; nearly all actives have a fitted effect of over 55% in size
#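 Yeast A-beta toxicity model in growth medium with pinned compounds, 48 h at 30 C; growth read as absorbance at 600 nm. Normalized to FeCl3/clioquinol equimolar mix (positive) and DMSO (negative).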
# TDP43 rescue: rescues yeast growth from TDP-43 toxicity. Potency, µM (top dose mostly 46.1 µM), for the others: at the highest dose growth rescue (activation), actives largely listed as activators. hit rate 1.8% among 410,000. TDP-43 expressing yeast growth rescue, BacTiter-Glo, 24 h; note: potency is the fitted concentration of half-maximal effect; % of control where 0% means no effect; nearly all actives have a fitted effect of over 50% in size
#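 Luminescence from BacTiter-Glo reports growth of TDP-43-expressing yeast after 24 hr at 30 deg C with compound. Cells were raffinose-pregrown to mid-log, then seeded in galactose medium at OD600=0.02.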
# D3 antag: D3 dopamine receptor (human) antagonism; D3R cells, DiscoveRx beta-arrestin luminescence, antagonist mode; stronger effect = lower value; hit rate 2.5% among 360,000; AID 652054; max response, negative = inhibition, %; in the data active = max response below about -50%; inconclusive = no clear call, values can overlap the other calls; note: % is set by controls: 0 for no effect and ±100 for the full control effect; mostly tested at two doses, the higher about 12 µM
#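 Cells expressing the human receptor were seeded at 1500 cells/well, incubated overnight at 37 degrees C in 5% CO2, then exposed to library compounds with dopamine controls for 90 minutes at 37 degrees C before luminescent detection.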
# FUS suppressor: FUS proteinopathy suppression in yeast; S. cerevisiae FUS-expressing, growth rescue, OD600, 24 h; hit rate 0.24% among 390,000; Potency, µM (titrated, usually from 76.6 µM), for the others: at the top dose growth rescue (activation), most hits filed as activators; AID 1347120;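 note: potency is the fitted concentration of half-maximal effect; plate controls were DMSO vehicle for no effect and reference control for full effect; nearly all actives have a fitted effect of over 55% in size; some results filed as inactive show a strong effect at the top dose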
#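 Read-out: OD at 600 nm after 24hr at 30C, reporting rescue of FUS-induced yeast toxicity. Cells at OD 0.005 in galactose (2%) minimal medium; compounds tested in a dilution series; CP55940 titration from 92uM final as control.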
# PTHR1 agonist: PTHR1 (human) receptor agonism; Q03431; HEK293 GP2 PTHR1 cells, GloSensor cAMP luminescence, 1 h; Potency, µM (doses to about 115 µM), without a hit: at the highest dose activation, actives largely listed as activators; hit rate 0.075% among 410,000; AID 743266; note: potency is the fitted concentration of half-maximal effect; nearly all actives have a fitted effect of over 55% in size; some results filed as inactive show a strong effect at the top dose; inactives centre near -15; many of its hits are not listed in these tables
# Target sequence (Q03431 whole entry, looked up): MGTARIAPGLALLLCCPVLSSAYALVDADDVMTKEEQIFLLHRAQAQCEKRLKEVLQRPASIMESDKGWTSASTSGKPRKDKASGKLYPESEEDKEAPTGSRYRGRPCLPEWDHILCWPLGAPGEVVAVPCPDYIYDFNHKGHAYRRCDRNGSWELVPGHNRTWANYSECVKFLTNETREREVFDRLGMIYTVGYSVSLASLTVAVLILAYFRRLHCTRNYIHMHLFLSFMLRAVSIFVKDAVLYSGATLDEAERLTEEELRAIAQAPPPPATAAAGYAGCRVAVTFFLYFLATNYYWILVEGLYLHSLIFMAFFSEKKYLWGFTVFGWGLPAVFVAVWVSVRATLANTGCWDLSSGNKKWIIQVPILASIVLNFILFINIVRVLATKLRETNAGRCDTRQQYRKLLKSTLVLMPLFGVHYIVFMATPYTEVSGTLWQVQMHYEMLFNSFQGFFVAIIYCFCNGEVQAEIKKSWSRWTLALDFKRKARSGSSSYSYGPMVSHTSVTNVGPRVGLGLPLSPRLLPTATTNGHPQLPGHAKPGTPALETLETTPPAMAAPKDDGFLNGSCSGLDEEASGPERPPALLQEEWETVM
#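 HEK-293-derived GP2 cells expressing PTHR1 and a GloSensor cAMP reporter, 3,000/well, plated overnight, given luciferin plus IBMX (each 0.5 mM as added) for 1 h at 37 °C, then compound for 1 h at 37 °C. Luminescence was read after 15 min at room temperature.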
# Akt phos inh: Akt phosphorylation inhibition | Neuro2A IGF-stimulated pAkt S473 HTRF, 20 min; stronger effect = lower value | activity change, % for hits at 50 µM | hit rate 0.32% among 360,000; in the data active = activity change below about -80%; inconclusive = mostly about -51% to -80%; note: % is set by controls: 0 for no effect and ±100 for the full control effect
#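 Neuro2A cells (4,500/well, DMEM with 0.5% FBS) were treated with compound at a single 50 µM final concentration, stimulated with 6 nM IGF for 20 min at 37 °C, and lysed. Phospho-Akt Ser473 was read by HTRF as 665/615 ratio ×10^4.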
# GLP-1R agonist: agonists of human GLP-1 receptor; hit rate 0.007% among 380,000; HEK293 GLP-1R CRE-luciferase, luminescence, 4-6 h; cells express a hypersensitive GLP-1R form; AID 624172; Potency, µM (doses to about 45.6 µM), for inactives: at the top dose activation, hits mostly activators; note: potency is the fitted concentration of half-maximal effect; % of control where 0% means no effect
# Target sequence (P43220 whole entry, looked up): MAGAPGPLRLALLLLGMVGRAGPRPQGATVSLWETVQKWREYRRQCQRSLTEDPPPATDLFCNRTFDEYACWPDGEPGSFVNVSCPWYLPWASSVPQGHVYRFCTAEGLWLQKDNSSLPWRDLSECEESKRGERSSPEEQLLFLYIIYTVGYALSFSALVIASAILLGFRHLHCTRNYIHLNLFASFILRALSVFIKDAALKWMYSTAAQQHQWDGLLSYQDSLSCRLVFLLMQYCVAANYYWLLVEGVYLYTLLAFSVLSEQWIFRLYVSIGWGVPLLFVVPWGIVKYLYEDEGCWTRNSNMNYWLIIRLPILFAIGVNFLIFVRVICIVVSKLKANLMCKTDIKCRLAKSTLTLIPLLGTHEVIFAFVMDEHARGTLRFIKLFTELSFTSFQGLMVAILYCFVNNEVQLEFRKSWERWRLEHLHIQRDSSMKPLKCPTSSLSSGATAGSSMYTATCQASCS
# aSyn rescue: rescues yeast growth from alpha-synuclein toxicity; Yeast expressing alpha-synuclein, growth rescue, BacTiter-Glo, 24 h; Potency, µM (top dose mostly 46.1 µM), without a hit: top-dose growth rescue (activation), actives largely listed as activators; hit rate 0.14% among 370,000; AID 652106; note: potency is the fitted concentration of half-maximal effect; % of control where 0% means no effect; nearly all actives have a fitted effect of over 65% in size
#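 Screening used galactose-induced yeast with toxic alpha-synuclein levels, exposed to compound for 24 hr at 30 deg C. Cell growth, read with BacTiter-Glo luminescence, gave the measured signal.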
# GLP-1R inv ag: acts as inverse agonist at human GLP-1 receptor | HEK293 GLP-1R CRE-luciferase, luminescence, 24 h; GLP-1R form is constitutively active | Potency, µM (titrated, usually from 38.3 µM), without a hit: at the top dose activity change, negative = inhibition, usual class: inhibitors | hit rate 1.6% among 410,000; note: potency is the fitted concentration of half-maximal effect; % is set by controls: 0 for no effect and ±100 for the full control effect; nearly all actives have a fitted effect of over 55% in size
#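 GLP-1R inverse agonism mode: basal reporter luminescence in engineered HEK293 cells measured after one day of compound exposure at 37 deg C, with a 12 min room-temperature detection step.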
# * = called active by the depositor; i = inactive; ? = inconclusive; nt = no result given; [ ] = dose if it differs, or a comment. Unless noted, calls come from the whole dose curve; as a rule, active = well fitted curve in the direction sought with a large enough effect; inconclusive = small, poorly fitted or top-dose-only effect, or another doubt; inactive = no such curve, though single readings can be large; an effect the other way counts as inactive or inconclusive. This is a subset; the hit share may differ from the screen's.
SMILES,Abeta yeast res,TDP43 rescue,D3 antag,FUS suppressor,PTHR1 agonist,Akt phos inh,GLP-1R agonist,aSyn rescue,GLP-1R inv ag
CS(=O)c1ccc(-n2c(=O)n(Cc3ccccc3)c(=O)c3[nH]cnc32)cc1 (stereo unspecified),8.9%,2.2%,-5.7,2.0%,-16.0%,i,10.4%,10.4%,58.7%[activator]
COc1cccc(NC(=O)CN(C)C(=O)CN2C(=O)c3ccc([N+](=O)[O-])cc3C2=O)c1,6.7%,-15.2%,-4.2,-6.4%,i,i,1.7%,-0.5%,0.6%
Cc1cc(C(=O)COC(=O)c2ccc(F)cc2F)c(C)n1C1CC1,-10.1%,11.8%,-27.5,nt,-28.5%,i,-21.8%,-1.5%,0.4%
O=C1c2ccccc2-c2onc3ccc(N4CCCC4)c1c23,-13.5%,-17.2%,?,?,-22.8%,i,6.7%,-17.8%,-15.2%
COc1ccc2oc(=O)cc(CN(C)Cc3ccccc3)c2c1,7.1%,-0.2%,2.9,-2.3%,-49.1%[inhibitor],i,24.0%,4.5%,?
C=CCNC(=O)c1cccc(C(F)(F)F)c1,-11.5%,-4.5%,-12.6,13.6%,-24.3%[57.5 µM],i,-8.6%,-5.7%,4.0%
C[C@@H]1CC2OC(=O)[C@@]3(C)C(=O)CC[C@@](C)(C23)[C@@]1(O)CCc1ccoc1 (stereo partly specified),-3.0%,-9.5%,-5.3,10.5%,-14.0%,i,1.5%,7.3%,2.2%
CCOC(=O)C1(Cc2ccccc2C)CCCN(C(=O)CCC(=O)OC)C1 (stereo unspecified),-10.6%,13.1%,-2.0,9.4%,-17.9%,i,-0.7%,4.6%,4.7%
COc1ccc(C2C(C#N)=C(SCC(=O)Nc3ccc(C)cc3)NC3=C2C(=O)CC(C)(C)C3)cc1 (stereo unspecified),-0.2%,2.9%,-5.9,-8.7%,-21.2%,i,-23.2%,5.0%,-27.9%
c1ccc2c(c1)ncc1cccn12,-21.3%,-17.2%,12.0,-36.3%,-16.8%,i,-8.6%,-1.7%,13.7%
O=C(Cc1cccc(NC(=O)C2CCCN(C(=O)C3CC3)C2)c1)Nc1cccc(C(=O)N2CCOCC2)c1 (stereo unspecified),-14.2%,?,24.5,-18.9%,i,i,-2.3%,-7.0%,3.0%
CCOc1ccc(NC(N)=O)cc1OCC,-24.9%,-4.8%,-23.9,34.2%,2.8%,i,-8.4%,-19.2%,4.9%
CCOc1cc(C2C3=C(CC(C)(C)CC3=O)N(CCOC)C3=C2C(=O)CC(C)(C)C3)ccc1OC,10.1%,2.5%,-21.5,24.9%,-21.9%,i,-3.7%,-1.4%,8.7%
O=C(O)CSCC(=O)N1N=C2/C(=C/c3ccccc3)CCCC2C1c1ccccc1 (stereo unspecified),-16.6%,-21.6%,-7.8,?,-19.3%,i,0.0%,1.9%,?
CCOC(=O)c1[nH]cnc1C(=O)Nc1ccncc1,22.2%,-8.6%,-1.4,-13.1%,-24.0%[57.5 µM],i,-0.7%,-0.2%,79.9%[activator]
O=C(CSc1nncn1-c1cccnc1)Nc1cccc(C(F)(F)F)c1,1.8%,12.2%,5.1,8.1%,i,i,7.8%,2.0%,-1.5%
C/C(Cn1nnc([N+](=O)[O-])n1)=N\NC(=O)c1ccccc1Cl,2.3%,6.2%,-10.9,33.4%,i,nt,-1.9%,11.6%,0.0%
Cc1cc(C)c(S(=O)(=O)N(C)CC(=O)NC2CCCC2)c(C)c1,-0.5%,-10.0%,-9.0,-8.6%,-18.8%,i,-7.8%,3.4%,4.6%
COc1ccc(-n2nc(C(=O)NCC(=O)N3CCCCC3)c3ccccc3c2=O)cc1,-3.3%,9.1%,3.9,-14.4%,i,i,1.3%,-2.6%,8.1%
CCOC(=O)C1CCCN(C(=O)c2ccc(CNc3c(N4CCC(C)CC4)c(=O)c3=O)cc2)C1 (stereo unspecified),-17.6%,12.5%,-25.6,-6.1%,1.0%,i,-2.6%,1.2%,9.6%
CC(=O)c1cccc(CN2CCN(CCc3ccccc3)C(CCO)C2)c1 (stereo unspecified),14.1%,-10.9%,?,23.2%,i,i,-30.8%,0.1%,-1.0%
C[C@H]1COC(=O)[C@H](Cc2ccc(F)cc2)CC/C=C/C[C@@H](CC(=O)N[C@@H](CO)Cc2ccccc2)C(=O)N1,-8.2%,2.6%,4.6,22.9%,-26.1%,i,1.5%,-0.1%,0.4%
CCOc1nc(NCCc2ccc(OC)c(OC)c2)nc(NC(C)(C)CO)n1,-3.1%,10.3%,-61.8*,17.6%,-92.2%[inhibitor],i,9.0%,-1.9%,5.0%
CN1c2cc(Cl)ccc2-c2nc(SCC(=O)Nc3ccc(F)cc3F)ncc2S1(=O)=O,-6.1%,-0.5%,nt,-1.0%,-14.9%,nt,nt,nt,3.1%
Cc1ccccc1NC(=O)C1CCN(c2cc(-c3ccccc3)nc3ncnn23)CC1,-10.8%,-8.0%,37.4,6.6%,-17.3%[57.5 µM],i,-2.5%,-1.4%,?
SMILES,Abeta yeast res,TDP43 rescue,D3 antag,FUS suppressor,PTHR1 agonist,Akt phos inh,GLP-1R agonist,aSyn rescue,GLP-1R inv ag
COc1ccc(NC(=O)CCN2C(=O)c3cccc([N+](=O)[O-])c3C2=O)cc1,-7.6%,-12.7%,1.0,14.6%,-14.6%,i,5.3%,-7.9%,2.5%
CCOc1ccccc1N1CC(C(=O)N2CCc3ccccc3C2)CC1=O (stereo unspecified),15.2%,9.0%,1.6,-10.1%,-3.6%,i,7.7%,6.5%,-22.8%
CCOc1ccccc1NC(=O)/C(C#N)=C/c1c(C)nn(-c2ccc(F)cc2)c1Cl,-4.0%,14.3%,25.6,-0.9%,0.9%,i,4.0%,2.7%,3.9%
CC(=O)NCCc1nc2ccccc2n1CCOc1cccc(C)c1,-9.5%,-5.1%,-14.8,5.0%,23.8%,i,6.6%,-7.0%,-10.4%
Cc1cccc(NC2=C(NC(=O)c3ccccc3)C(=O)c3ccccc3C2=O)c1,6.7%,?,?,14.2%,-7.8%,i,-16.4%,0.5%,?
O=C(NC1CCCCCC1)c1ccc(CS(=O)c2ccc(Br)cc2)o1 (stereo unspecified),-20.2%,6.6%,nt,6.5%,i,nt,1.2%,nt,-26.8%
C=CCN(CC=C)S(=O)(=O)c1ccc(C(=O)Nc2nnc(CSC)o2)cc1,-4.6%,13.4%,-6.2,22.3%,i,i,-6.7%,?,?
Cc1ccc(S(=O)(=O)N2CCC(=O)N(C(COCc3ccc(Cl)cc3)Cc3ccccc3)CC2)cc1 (stereo unspecified),23.3%,21.3%,13.9,40.4%,i,i,7.9%,21.1%,11.2µM*
C=CCNc1ncnc2c1ncn2[C@H]1CN(Cc2ccccc2)C[C@@H](CO)O1,-6.4%,16.7%,-0.6,-24.6%,i,i,26.6%,0.6%,-6.2%
O=C(COC(=O)COc1ccc(Cl)cc1Br)NC1CC1,-0.8%,6.2%,11.7,-1.2%,i,i,2.3%,18.7%,?
COc1ccc(CN=CC2=C(O)CC(C)(C)CC2=O)cc1,10.7%,?,10.6,0.5%,i,i,8.6%,7.1%,141.7%[activator]
O=C(O)CN=C(NS(=O)(=O)c1ccccc1)c1ccccc1,7.9%,5.9%,-15.4,-18.1%,-30.4%[inhibitor][57.5 µM],nt,-8.3%,3.2%,-5.9%
Cc1ccc(NS(=O)(=O)c2ccc(Cl)c(NC(=S)NC(=O)C3CCCCC3)c2)cc1Cl,17.1%,16.8%,?,13.8%,i,i,-11.4%,20.9%,?
O=C(N/N=C/c1c(F)c(F)c(F)c(F)c1F)c1cc(-c2ccccc2)nc2ccccc12,-3.4%,1.7%,-5.4,-3.9%,i,i,-2.1%,11.4%,-3.5%
CNCCOc1nc(N2CCOCC2)nc(C)c1[N+](=O)[O-],-2.1%,-15.9%[0.397 µM],3.3,-9.8%,i,i,18.9%,9.4%,14.8%
COc1ccccc1C(=O)NC(=O)COC(=O)C1(C)CC1(Cl)Cl (stereo unspecified),-0.2%,25.1%,-10.6,4.9%,-19.0%,i,-8.1%,3.0%,9.2%
Cc1ccc(C)c(NC(=O)C2CCN(c3ncnc4c3nc3n4CCCCC3)CC2)c1,-10.1%,12.6%,nt,0.9%,i,nt,nt,nt,3.0%
O=C(NCc1ccccc1)c1cccc(NC(=O)c2ccccc2)c1,-0.1%,-6.6%,0.0,-18.9%,-12.8%,i,-2.8%,-0.5%,8.91µM*
CCOC(=O)c1ccc(NC(=O)c2ccccc2[N+](=O)[O-])cc1,-12.4%,11.8%,5.8,nt,-34.8%[inhibitor],i,0.2%,-8.7%,-4.1%

# Arranged by heavy-atom count (rising): some entries from above.
SMILES,Abeta yeast res,TDP43 rescue,D3 antag,FUS suppressor,PTHR1 agonist,Akt phos inh,GLP-1R agonist,aSyn rescue,GLP-1R inv ag
c1ccc2c(c1)ncc1cccn12,-21.3%,-17.2%,12.0,-36.3%,-16.8%,i,-8.6%,-1.7%,13.7%
O=C1c2ccccc2-c2onc3ccc(N4CCCC4)c1c23,-13.5%,-17.2%,?,?,-22.8%,i,6.7%,-17.8%,-15.2%
COc1ccc2oc(=O)cc(CN(C)Cc3ccccc3)c2c1,7.1%,-0.2%,2.9,-2.3%,-49.1%[inhibitor],i,24.0%,4.5%,?
Cc1ccc(NS(=O)(=O)c2ccc(Cl)c(NC(=S)NC(=O)C3CCCCC3)c2)cc1Cl,17.1%,16.8%,?,13.8%,i,i,-11.4%,20.9%,?
COc1ccc(C2C(C#N)=C(SCC(=O)Nc3ccc(C)cc3)NC3=C2C(=O)CC(C)(C)C3)cc1 (stereo unspecified),-0.2%,2.9%,-5.9,-8.7%,-21.2%,i,-23.2%,5.0%,-27.9%
